Source: PubChem
TROY signal inh: inhibitors of TROY-dependent NF-kB signaling; 360,000 tested, 0.98% active; inhibition, % at 10 µM; Q293 LMP1-TROYcd NF-kB luciferase reporter, 4 h;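 active = compounds whose plate-normalised and pattern-corrected inhibition of the luciferase reporter signal at the single screening dose is 50% or more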
EBV LMP1 NFkB: inhibitors of Epstein-Barr LMP1-induced NF-kappaB reporter | LMP1-induced NF-kappaB luciferase reporter cells, luminescence | inhibition, % at 12.5 µM | AID 504558 | 350,000 tested, 0.69% active; in the data active = inhibition above about 41%;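 note: 0% = neutral control wells and 100% = reference inhibitor control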
NR2F2 inh: NR2F2 (human) inhibition, primary screen; P24468; HEK293T NGFI-A luciferase reporter, luminescence; inhibition, % at 8.6 µM; 370,000 tested, 0.7% active;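 active = inhibition above a per-plate cutoff, mean inhibition of test wells between control levels plus 3 SD, cut at about 38% in these data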;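 note: cells cotransfected with COUP-TFII expression vector driving the NGFI-A reporter; 0% = median of COUP-TF2 test wells and 100% = reporter-only cells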
NOD2-RIPK2 inh: blocks binding of human NOD2 to RIPK2; 360,000 tested, 0.38% active; O43353; AID 624267; CHO BLA complementation NOD2-RIPK2, CCF4 ratio; inhibition, % at 4.98 µM; in the data active = inhibition above about 21%;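 note: 0% = vehicle only and 100% = reference blocker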
TRAIL sens C8: sensitizes caspase-8 expressing cells to TRAIL; 360,000 tested, 1% active; inhibition (viability loss, TRAIL sensitization), % at 10 µM; NB7+C8 cells + TRAIL, ATPlite viability luminescence;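 active = compounds causing at least 50% loss of cell viability in the single-dose screen, relative to plate controls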
TLR9-MyD88 inh: blocks human TLR9 binding to MyD88 | Q9NR96+Q99836 | inhibition, % at 4.98 µM | CHO BLA complementation TLR9-MyD88, CCF4 FRET ratio | 340,000 tested, 0.21% active;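 active = inhibition above the mean over all tested compounds plus 3 SD, cut at about 21% in these data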;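 note: 0% = DMSO only wells and 100% = clavulanate BLA inhibitor control wells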
SRC3 inh: inhibitors of human steroid receptor coactivator 3 (SRC3); HEK293 GAL4-SRC3 luciferase reporter, luminescence; 360,000 tested, 0.17% active; inhibition, % at 3.6 µM;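 active = inhibition above a per-campaign cutoff, the mean of all compounds plus 3 SD, cut at about 60% in these data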;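 note: 0% = DMSO-treated cells and 100% = gossypol-treated cells at 36 µM; higher means less SRC3-driven luciferase light from the GAL4 reporter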
NR5A2 inv ag: suppresses constitutive activity of human LRH-1; HEK293T StAR-luciferase reporter, LRH-1 transfected, 24 h; inhibition, % at 3.6 µM; 360,000 tested, 0.13% active; AID 602396;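 active = inhibition above the mean inhibition of all tested compounds plus 3 SD, cut at about 73% in these data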;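 note: 0% = DMSO wells and 100% = reporter-only cells lacking LRH-1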
NCOA2 inhibitor: inhibits human steroid receptor coactivator 2; Q15596; HEK293 GAL4-SRC2 luciferase reporter, luminescence; inhibition, % at 9 µM; 370,000 tested, 0.17% active;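 active = inhibition above the mean inhibition of all tested compounds plus 3 SD, set per campaign, cut at about 52% in these data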;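 note: 0% = DMSO treated cells and 100% = cells given Gossypol at 36 µM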
Target sequence (Q15596 whole entry, looked up, the tested form may be a part): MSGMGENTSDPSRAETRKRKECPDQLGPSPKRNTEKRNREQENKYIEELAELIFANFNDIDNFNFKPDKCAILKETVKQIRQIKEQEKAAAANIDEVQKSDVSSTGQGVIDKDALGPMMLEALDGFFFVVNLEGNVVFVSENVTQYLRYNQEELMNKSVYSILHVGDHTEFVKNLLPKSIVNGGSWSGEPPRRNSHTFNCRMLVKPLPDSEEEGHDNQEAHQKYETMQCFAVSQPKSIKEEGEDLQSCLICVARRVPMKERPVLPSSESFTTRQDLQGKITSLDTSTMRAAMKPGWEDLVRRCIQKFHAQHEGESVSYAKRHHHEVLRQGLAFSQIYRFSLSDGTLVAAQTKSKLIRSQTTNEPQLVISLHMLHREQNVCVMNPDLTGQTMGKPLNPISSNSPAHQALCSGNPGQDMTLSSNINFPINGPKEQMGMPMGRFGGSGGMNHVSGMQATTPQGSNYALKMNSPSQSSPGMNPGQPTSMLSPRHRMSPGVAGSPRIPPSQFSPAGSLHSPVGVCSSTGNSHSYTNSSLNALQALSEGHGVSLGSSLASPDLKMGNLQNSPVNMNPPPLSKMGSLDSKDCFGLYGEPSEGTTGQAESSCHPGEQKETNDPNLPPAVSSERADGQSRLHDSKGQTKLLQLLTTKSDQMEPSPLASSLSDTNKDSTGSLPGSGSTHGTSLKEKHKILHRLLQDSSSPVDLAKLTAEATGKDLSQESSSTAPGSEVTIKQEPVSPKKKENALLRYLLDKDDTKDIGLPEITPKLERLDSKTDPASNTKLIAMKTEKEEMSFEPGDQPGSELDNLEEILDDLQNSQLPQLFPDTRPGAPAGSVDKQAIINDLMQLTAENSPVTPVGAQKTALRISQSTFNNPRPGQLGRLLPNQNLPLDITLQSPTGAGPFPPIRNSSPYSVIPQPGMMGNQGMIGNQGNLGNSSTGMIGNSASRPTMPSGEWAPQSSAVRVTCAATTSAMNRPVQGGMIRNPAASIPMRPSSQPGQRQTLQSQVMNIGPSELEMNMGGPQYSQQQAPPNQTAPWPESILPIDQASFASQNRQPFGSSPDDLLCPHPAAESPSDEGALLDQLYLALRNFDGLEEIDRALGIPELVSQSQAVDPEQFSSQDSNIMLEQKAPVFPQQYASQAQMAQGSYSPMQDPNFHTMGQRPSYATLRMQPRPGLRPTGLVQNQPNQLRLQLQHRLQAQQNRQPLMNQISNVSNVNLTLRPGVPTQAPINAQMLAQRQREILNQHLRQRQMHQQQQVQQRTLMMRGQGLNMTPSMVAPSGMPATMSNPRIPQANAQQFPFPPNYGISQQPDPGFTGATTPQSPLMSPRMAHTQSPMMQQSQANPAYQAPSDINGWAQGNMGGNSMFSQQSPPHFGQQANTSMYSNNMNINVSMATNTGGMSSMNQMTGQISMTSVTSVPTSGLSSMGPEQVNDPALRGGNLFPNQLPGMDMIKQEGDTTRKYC
Vif imaging: inhibitors of HIV Vif; HEK293T cells, Vif self-association by quenched fluorescence, imaging, 24 h; inhibition, % at 7.49 µM; 340,000 tested, 0.35% active; in the data active = inhibition above about 50%, passing the limit was not always enough; note: some results filed as inactive read as strong as hits
NCOA1 inh: human NCOA1 inhibition. Q15788. HEK293 GAL4-SRC1 luciferase reporter, luminescence. inhibition, % at 3.6 µM. 360,000 tested, 0.12% active. AID 588354;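 active = inhibition above the campaign mean plus 3 SD, with each screening campaign given its own cutoff, cut at about 60% in these data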;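 note: 0% = DMSO treated cells and 100% = gossypol at 36 µM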
* marks the source's active call; other numbers are inactive results; . = not tested or not shown. The list is partial. The share of hits here may be higher or lower than overall.

Order of values: TROY signal inh | EBV LMP1 NFkB | NR2F2 inh | NOD2-RIPK2 inh | TRAIL sens C8 | TLR9-MyD88 inh | SRC3 inh | NR5A2 inv ag | NCOA2 inhibitor | Vif imaging | NCOA1 inh
- O=S1(=O)CCOC[C@H](Cc2ccccc2)N1Cc1cccc(F)c1
→ -12 | 6 | -6 | 2 | 4 | -4 | 13 | 8 | -9 | -2 | -5
- O=C(O)c1ccccc1SC1CC(=O)N(c2cccc3ccccc23)C1=O (stereo not drawn)
→ 3 | 0 | 1 | -3 | 23 | 5 | 18 | 8 | 8 | -10 | 3
- Cc1nc(NC(C)c2ccccc2)c2oc3ccccc3c2n1 (stereo not drawn)
→ 42 | 13 | 28 | 8 | 25 | -8 | 12 | 13 | 25 | . | 22
- Cc1ccc(NC(=O)c2cc(N3C(=O)C4CCCCC4C3=O)ccc2N2CCOCC2)cc1 (stereo not drawn)
→ -14 | -7 | 10 | -8 | -10 | 6 | 7 | 9 | -17 | 3 | 7
- O=C(O)c1ccccc1-c1nc2ccccc2n1-c1ccccc1
→ -2 | 1 | -4 | -7 | 5 | -7 | 16 | -17 | -3 | 5 | 3
- CC(=O)Nc1ccc(NC(=O)CSc2nccn2Cc2ccco2)cc1
→ -2 | 2 | 0 | -12 | 11 | 11 | 1 | -36 | -19 | -8 | -23
- Cc1ccc(S(=O)(=O)N2[C@H](c3ccccc3)CC(=O)[C@@H]3CN(S(=O)(=O)c4ccccc4C)[C@H](c4ccccc4)C[C@@H]32)cc1
→ 3 | . | -9 | -5 | -8 | . | 2 | 6 | 24 | . | -17
- CCC(=O)N1CCc2cc(S(=O)(=O)NC(C(=O)NCc3ccc(C)cc3)C(C)C)ccc21 (stereo not drawn)
→ 3 | 4 | 1 | 0 | 2 | -4 | 12 | 12 | -30 | . | 4
- Cc1ccc(CNC(=O)c2cc3c(s2)CN(Cc2ccccc2)C3)cc1
→ -2 | 1 | -4 | 4 | 1 | -9 | 8 | -4 | -29 | -8 | 2
- CC(C)(C)OC(=O)C[C@H]1C/C=C\C[C@@H](CC(=O)NCCO)C(=O)N[C@H](Cc2ccccc2)COC1=O
→ -7 | 2 | -1 | 9 | -11 | -13 | -3 | -23 | -5 | -10 | -30
- Cc1ccc(C(=O)OC2CCOC2=O)cc1NC(=O)c1ccco1 (stereo not drawn)
→ 20 | -4 | -8 | -6 | 15 | -7 | -5 | 3 | -4 | -6 | 4
- Cc1cccc(OCCOC(=O)C2CCN(S(=O)(=O)c3ccc(C)c(C)c3)CC2)c1
→ 17 | -8 | 2 | -7 | 4 | 3 | 18 | 15 | -7 | 1 | -1
- Cc1cc(=O)oc2cc(OCC(=O)Nc3nnc(C4CC4)s3)ccc12
→ -5 | 1 | 0 | 4 | -7 | 5 | -1 | -20 | -19 | -2 | 2
- CC(C)CC(c1nnnn1C1CCCCC1)N1CCN(C(=O)c2ccco2)CC1 (stereo not drawn)
→ -22 | -23 | -5 | 4 | 6 | 5 | 9 | 6 | -13 | 6 | -4
- CCN(CC)C(=O)CSc1nc2ccccc2c(=O)n1CCC(=O)NCc1ccc(F)cc1
→ -1 | 1 | -3 | 0 | -5 | -11 | 6 | 4 | -1 | -6 | -18
- COc1ccc(OC)c2nc(-c3ccc4c(c3)OCO4)ccc12
→ -41 | -31 | -67 | 4 | 16 | -2 | -166 | -157 | -86 | -4 | -122
- CCN(CC)S(=O)(=O)c1ccc(N2CCCCC2)c(NC(=O)c2ccncc2)c1
→ -6 | 1 | 12 | 0 | -1 | 0 | 5 | -15 | -15 | -5 | -42
- COc1ccc(NC(=O)O/N=C/c2ccncc2)cc1
→ -5 | 3 | -22 | -1 | 6 | 10 | -28 | -25 | -36 | -2 | -97
- Cc1ccc(S(=O)(=O)N/N=C/c2cn(C)nc2C)cc1
→ 21 | -5 | -3 | -6 | 9 | 7 | 10 | 17 | -18 | . | -16
- CCN(CC)CCN(C(=O)c1ccc([N+](=O)[O-])cc1)c1nc2ccc(OC)cc2s1
→ 3 | -2 | -8 | -22 | 4 | 2 | 7 | -16 | 6 | -12 | 3
- CC(C)c1csc(CN2CCN(Cc3ccccc3)C(CCO)C2)n1 (stereo not drawn)
→ -8 | 4 | 4 | 2 | 1 | 2 | 17 | -22 | 16 | 2 | 11
- NS(=O)(=O)c1ccc(NC(=S)NC2CCCC2)cc1
→ -17 | -1 | 0 | -6 | -1 | 1 | 5 | -2 | -12 | 9 | -21
- COc1cccc(NS(=O)(=O)c2ccc(S(=O)(=O)N3CCCC3)cc2)c1
→ 18 | -3 | 0 | -2 | -2 | -16 | -6 | 6 | 10 | -9 | -10
- CCOc1ccc(CCNC(=O)COC(=O)c2cccc(S(=O)(=O)N3CCCCC3)c2)cc1OCC
→ 7 | 1 | 2 | -3 | -4 | 5 | -6 | 7 | -4 | -1 | -12
- Cc1cc(C(=O)N/N=C\c2cc(C(C)(C)C)ccc2O)n[nH]1
→ -6 | 20 | . | -4 | 3 | 2 | 35 | -17 | . | 19 | -8
- Cc1ccc(-c2nnn(CC(=O)N(Cc3cccs3)C(C(=O)NC3CCCC3)c3ccncc3)n2)cc1 (stereo not drawn)
→ -10 | -4 | -22 | 2 | 3 | 4 | 54 | 27 | 26 | 5 | 34
- CC(C)(O)C#Cc1ccc(CN2CCC(n3nccc3NC(=O)C3CC3)CC2)cc1
→ -10 | -2 | 0 | -2 | 2 | -6 | 5 | -3 | 3 | -1 | -3
- CC(C)CCN1C(=O)c2ccc(C(=O)Nc3ccc(Br)cc3C(=O)O)cc2C1=O
→ 58* | 3 | 1 | 0 | -12 | -6 | -17 | 11 | 0 | 2 | 11
- O=C(c1cccc2ccccc12)N1CCN(c2ccccc2F)CC1
→ -17 | 1 | 10 | 1 | 5 | -3 | 12 | 0 | 0 | -3 | -5
- CCOc1ccccc1N(CC(=O)NCCSc1ccccc1)S(C)(=O)=O
→ -19 | -6 | 12 | 7 | -2 | -11 | -4 | -15 | -19 | -1 | -8
- CC1=C(C(=O)N(C)C)CC(CC(=O)NCCCCc2ccccc2)C(=O)N1Cc1ccc(C(C)(C)C)cc1 (stereo not drawn)
→ 20 | -3 | 19 | -2 | -9 | -9 | 36 | 8 | 21 | 5 | 0
- CCS(=O)(=O)N1CCC(C(=O)Oc2ccccc2OC)CC1
→ 20 | -6 | -11 | 3 | 0 | 3 | 0 | 7 | -27 | 3 | 2
- CCc1cc(=O)oc2cc(OCC(=O)NCCCn3ccnc3)ccc12
→ 11 | 3 | 4 | -13 | 1 | -7 | 12 | 32 | 11 | 6 | 10
- CC(=O)N1c2ccc(S(=O)(=O)N3CCC(C(=O)Nc4cc(C)cc(C)c4)CC3)cc2CC1C (stereo not drawn)
→ 5 | 11 | 23 | 3 | -18 | -7 | -16 | -8 | -6 | -2 | 11
- Cc1ccccc1-c1nn2c(-c3ccccc3)nnc2s1
→ -26 | -3 | 9 | 0 | -1 | -9 | -17 | 20 | -28 | -9 | -7
- S=C(NCc1cccs1)Nc1cccc2ccccc12
→ -12 | -5 | 11 | -3 | -6 | -3 | 0 | 1 | -3 | -1 | 5
- CC1(C(=O)NCc2cccc(Cl)c2)Cc2c(-c3ccccc3)ccnc2O1 (stereo not drawn)
→ 0 | . | 17 | 5 | -2 | . | -7 | -15 | 13 | -12 | 0
- CCOC(=O)[C@H](CCc1ccccc1)N[C@@H](C)C(=O)N1C(C(=O)O)C[C@@H]2CCC[C@@H]21 (stereo partly drawn)
→ -2 | -1 | -8 | -18 | 1 | 5 | 13 | 12 | 16 | -5 | 0
- CCCCc1nc2cc(C(=O)N3CCNC(=O)C3)ccc2o1
→ -13 | 17 | -7 | -1 | -15 | 8 | 3 | -13 | -7 | -2 | 4
- CCOC(=O)NC(CC(=O)O)c1ccc(OC)cc1 (stereo not drawn)
→ 12 | -9 | 0 | -7 | 3 | -8 | 18 | 12 | 6 | -3 | -11
- O=[N+]([O-])c1cccc(COc2cccc(CN3CCCCC3)c2)c1
→ -14 | 10 | -8 | -6 | -20 | 3 | 3 | -3 | -19 | -5 | -2
- COc1cc(NS(=O)(=O)c2ccc(NC(=S)NC(=O)COc3ccccc3OC)cc2)nc(OC)n1
→ 19 | 2 | -24 | 4 | 6 | -3 | 10 | -10 | -1 | 41 | 0
- OCCc1c[nH]c2ccccc12
→ 5 | 1 | 15 | -3 | 4 | 1 | -2 | 13 | -1 | -1 | -22
- CN(C)CCCn1c2c(c(SCC(=O)Nc3cccc4ccccc34)nc1=O)CCCC2
→ 11 | -5 | -10 | 2 | 0 | -3 | -16 | -4 | -21 | -1 | -6
- O=C1C2C3CC(C(Br)C3Br)C2C(=O)N1c1ccccn1 (stereo not drawn)
→ 1 | 4 | -8 | -6 | -10 | -5 | 20 | 13 | -54 | 21 | 12
- O=C(NCCOC(=O)c1ccc([N+](=O)[O-])cc1)c1cccnc1
→ -9 | 1 | 1 | -11 | -5 | -7 | 7 | 7 | -14 | 9 | 3
- CCN(C1CCS(=O)(=O)C1)S(=O)(=O)c1ccc(Cl)s1 (stereo not drawn)
→ 9 | 1 | -13 | -4 | -4 | -1 | 0 | 6 | -28 | 2 | 3
- COc1ccc(C2=NN(C(=O)CN3CCOCC3)C(c3nc4ccccc4[nH]3)C2)cc1 (stereo not drawn)
→ 45 | -16 | -51 | 8 | 3 | -1 | -77 | -83 | -109 | -4 | -64
- O=C(CCn1c(=O)sc2ccccc21)NC1CCCCC1
→ -9 | -1 | -21 | -8 | 4 | 13 | -37 | -11 | 6 | -4 | -7
- C=CCNC(=S)Nc1sc2c(c1C(=O)OCC)CC(C(C)C)OC2 (stereo not drawn)
→ -7 | 9 | 25 | 0 | 16 | -7 | -11 | -1 | 6 | -13 | -12

The results go on:
Order of values: TROY signal inh | EBV LMP1 NFkB | NR2F2 inh | NOD2-RIPK2 inh | TRAIL sens C8 | TLR9-MyD88 inh | SRC3 inh | NR5A2 inv ag | NCOA2 inhibitor | Vif imaging | NCOA1 inh
- Cc1cccc(NN=C2c3ccccc3-c3ccccc32)c1
→ -9 | -5 | -17 | -8 | 5 | -2 | -3 | -20 | 16 | 10 | 2
- CCOc1ccc(CCNC(=O)C2CCCN(S(=O)(=O)c3c(C)n[nH]c3C)C2)cc1OCC (stereo not drawn)
→ 17 | -1 | 9 | -2 | 7 | -5 | -12 | -3 | 23 | 1 | -5
- N#Cc1cc2ccncc2c2ccccc12
→ 3 | 14 | 15 | 1 | -13 | 5 | 20 | -7 | 27 | 4 | 29
- NC(=O)c1cc(Br)cc(C2CCCCC2)c1O
→ 3 | -1 | 0 | 11 | 4 | 2 | -17 | -9 | -21 | . | 11
- O=S(=O)(NCc1ccc2c(c1)OCO2)c1ccc(F)c(F)c1
→ 1 | 5 | 5 | -5 | 0 | -2 | 7 | 18 | -27 | -1 | 7
- Cc1cc(C)cc(NC(=O)C2C3C=CC(O3)C2C(=O)O)c1 (stereo not drawn)
→ 11 | -8 | 1 | -1 | -5 | 1 | 0 | 3 | -4 | 51* | 10
